Bioassay records: PubChem BioAssay, National Center for Advancing Translational Sciences (NCATS)
Rhodamine autofl = rhodamine region autofluorescence; 0.05% of 59,000 active; max dye-equivalent concentration, M; Rhodamine-region fluorescence, 547/598 nm, Tris buffer; stronger effect = higher value; in the data active = max dye-equivalent concentration above about 11 nM; inconclusive = between about 1.1 nM and that limit
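Compound fluorescence in 100 mM Tris, pH 8.0, read after 15 min at room temperature with 547 nm excitation and 598 nm emission. Output is dye-equivalent concentration from an on-plate rhodamine standard series.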
HBB splice mod = alters splicing of the hemoglobin beta chain; Potency, µM (series often up to 46.1 µM), without a hit: at the top dose activation, most hits filed as activators; AID 925; HBB splicing reporter cell assay, activation; EGFP reporter with mutant IVS2-654 intron; response scale: normalised to 500 nM splice-correcting PNA; 0.06% of 65,000 active; also: potency is read from the fitted curve at half-maximal effect; 0% is about no effect
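HeLa cells stably expressing EGFP interrupted by mutant beta-globin intron 2 (IVS2-654), 500/well in 2% FCS. Treated with compound for 2 days at 37C. Splicing correction scored as total well GFP intensity (488 nm excitation, 500-520 nm emission); 500 nM antisense PNA served as control.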
Epigenetic mod = epigenetic modulators derepressing GFP locus in mouse cells | 0.09% of 68,000 active | mouse C127i GFP locus derepression, cytometry, 30 h | Potency, µM (titrated, usually from 46.1 µM), for the others: top-dose GFP derepression (activation) | AID 597; also: % of control where 0% means no effect
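Read-out is the number of GFP-positive cells, scored as fluorescent objects 20 to 120 um wide, reflecting derepression of a silenced CMV-GFP reporter in murine C127i cells after 30 h compound exposure at 37 C.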
15-hLO inh = 15-hLO (ALOX15) enzyme inhibition; P16050; purified 15hLO-1, xylenol orange hydroperoxide absorbance; AID 887; Potency, µM (doses to about 57.1 µM), without a hit: at the highest dose activity change, negative = inhibition, most hits filed as inhibitors; 1.4% of 74,000 active; also: potency is read from the fitted curve at half-maximal effect; % is scaled to controls: 0 for no effect and ±100 for the full control effect; nearly all actives have a fitted effect of over 55% in size
Target sequence (P16050 whole entry, looked up): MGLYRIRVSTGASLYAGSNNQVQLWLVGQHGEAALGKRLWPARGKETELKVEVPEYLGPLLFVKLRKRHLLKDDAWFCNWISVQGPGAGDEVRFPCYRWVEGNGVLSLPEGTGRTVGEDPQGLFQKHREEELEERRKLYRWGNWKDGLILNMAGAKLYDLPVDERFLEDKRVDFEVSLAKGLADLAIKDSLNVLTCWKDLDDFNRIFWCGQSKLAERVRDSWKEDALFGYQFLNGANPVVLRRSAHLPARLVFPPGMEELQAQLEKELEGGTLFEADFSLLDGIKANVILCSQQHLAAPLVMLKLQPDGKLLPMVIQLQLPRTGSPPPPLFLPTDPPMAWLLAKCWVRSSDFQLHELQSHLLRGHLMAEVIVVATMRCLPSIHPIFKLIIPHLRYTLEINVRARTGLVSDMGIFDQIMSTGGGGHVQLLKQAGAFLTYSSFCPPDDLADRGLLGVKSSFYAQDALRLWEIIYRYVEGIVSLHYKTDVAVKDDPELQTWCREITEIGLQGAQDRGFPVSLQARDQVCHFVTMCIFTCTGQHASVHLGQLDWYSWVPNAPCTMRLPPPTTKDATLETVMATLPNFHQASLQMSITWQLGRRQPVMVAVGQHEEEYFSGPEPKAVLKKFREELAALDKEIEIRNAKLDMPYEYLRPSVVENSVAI
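Quantitative HTS in 25 mM Hepes pH 7.5 containing 0.01% Triton X-100: human 15hLO-1 at 40 nM, arachidonic acid at 50 uM, 6 min turnover. Product quantified via ferrous oxidation/xylenol orange, 573:405 nm absorbance ratio.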
Fluorescein autfl = compound autofluorescence in fluorescein spectral region. 0.91% of 59,000 active. Compound autofluorescence, 480/540 nm, fluorescein-equivalent; stronger effect = higher value. max fluorescein-equivalent concentration, M; in the data active = max fluorescein-equivalent concentration above about 10 nM; inconclusive = between about 1.1 nM and that limit
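Spectral profiling of library compounds in the fluorescein window (480 nm excitation, 540 nm emission) after 15 min at room temperature in pH 8.0 Tris (100 mM). Values are dye-equivalent concentrations.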
TexasRed autofl = compound fluoresces in the Texas Red spectral region; Compound fluorescence, Texas Red channel, 547/618 nm; stronger effect = higher value; max dye-equivalent concentration, M; 0.06% of 59,000 active; in the data active = max dye-equivalent concentration above about 10 nM; inconclusive = between about 1.1 nM and that limit
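Dye-equivalent concentrations come from scaling compound signal (ex 547, em 618 nm) to six Texas Red standard concentrations run on every plate, after 15 min room-temperature incubation in pH 8.0 Tris (100 mM).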
4MU fluor = 4-MU region autofluorescence; 11% of 59,000 active; max dye-equivalent concentration, M; compound autofluorescence, 340/450 nm, 4-MU equivalents; stronger effect = higher value; AID 589; in the data active = max dye-equivalent concentration above about 10 nM; inconclusive = mostly about 1.1 nM to 9.6 nM
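Compounds in 100 mM Tris, pH 8.0, sat 15 min at room temperature before fluorescence was read at 340 nm excitation/450 nm emission; a per-plate six-point 4-MU standard curve converted signals to dye-equivalent concentration at each compound concentration.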
Hsp90 Hop PPI = changes Hsp90-Hop TPR2A binding signal, up or down | AID 595 | 0.44% of 71,000 active | Potency, µM (titrated, usually from 57 µM), for the others: at the highest dose activity change, negative = inhibition | AlphaScreen TPR2A-His6 binding biotin-Hsp90 C-terminal peptide; active = well fitted curve in either direction with a large enough effect; inconclusive = small, poorly fitted or top-dose-only effect, or another doubt; also: potency is read from the fitted curve at half-maximal effect; % is scaled to controls: 0 for no effect and ±100 for the full control effect; many of its hits are not listed in these tables
HADH2 inhib = inhibitors of human HADH2 dehydrogenase. Potency, µM (top dose mostly 57.1 µM), without a hit: at the highest dose activity change, negative = inhibition, usual class: inhibitors. 3.4% of 73,000 active. recombinant HADH2, NADH fluorescence, beta-hydroxybutyryl-CoA; also: potency is read from the fitted curve at half-maximal effect; % is scaled to controls: 0 for no effect and ±100 for the full control effect; nearly all actives have a fitted effect of over 60% in size; many of its hits are not listed in these tables
Target sequence (Q99714 whole entry, looked up, one chain of several): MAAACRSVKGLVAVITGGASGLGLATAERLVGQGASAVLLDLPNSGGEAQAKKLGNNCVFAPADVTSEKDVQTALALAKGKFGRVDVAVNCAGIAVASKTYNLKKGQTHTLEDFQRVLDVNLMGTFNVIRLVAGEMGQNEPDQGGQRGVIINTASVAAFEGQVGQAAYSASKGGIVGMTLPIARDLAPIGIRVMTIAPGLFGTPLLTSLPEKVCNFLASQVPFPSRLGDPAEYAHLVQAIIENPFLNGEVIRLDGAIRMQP
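Buffer 100 mM Tris-HCl pH 9.0/0.01% Tween-20; HADH2 20 nM; NAD+ 1 mM; beta-hydroxybutyryl-CoA 90 uM (all final). 15 min cpd preincubation, RT.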
UbGFP stabilizer = ubiquitin-GFP accumulation via proteasome inhibition; Ubiquitin-GFP reporter cells, proteasome inhibition, GFP fluorescence; response scale: untreated = 0%, 10 µM MG-132 = 100%; Potency, µM (series often up to 45.9 µM), for the others: top-dose activation (GFP accumulation), hits mostly activators; 67,000 tested, under 10 active; AID 526; active = well fitted activation curve with a large enough effect, not every such curve was filed as active; inconclusive = small, poorly fitted or top-dose-only effect, or another doubt; inactive = no such curve, though single readings can be large or run the other way; also: potency is read from the fitted curve at half-maximal effect
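U2OS Ub(G76V)-GFP reporter; O/N plating, 0.5% FBS; cpd 46 uM–2.9 nM, 4 h, 37 °C; GFP+ cell count, 488/515 nm; norm. to basal vs 10 uM MG-132; CRC fit.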
Pol III holo inh = blocks replication by bacterial DNA polymerase III holoenzyme; reconstituted DNA polymerase III holoenzyme replication, biochemical; Potency, µM (series often up to 57.1 µM), for the others: at the top dose activity change, negative = inhibition; 0.25% of 71,000 active; also: potency is read from the fitted curve at half-maximal effect; % is scaled to controls: 0 for no effect and ±100 for the full control effect
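Reconstituted *E. coli* holoenzyme (0.35 nM Pol III, 1 nM beta, 154 nM SSB, 2 nM primase) was preincubated with compound for 15 min at RT. Synthesis on 1.4 nM ssM13Gori ran 35 min, then was stopped with PicoGreen/EDTA and read as dsDNA fluorescence.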
Numbers without * were called inactive; i = inactive; ? = inconclusive; . = no result given; [ ] = another dose, or the depositor's remark. Unless noted, calls follow the shape of the dose curve; as a rule, active = well fitted curve in the direction sought with a large enough effect; inconclusive = small, poorly fitted or top-dose-only effect, or another doubt; inactive = no such curve, though single readings can be large; an effect the other way counts as inactive or inconclusive.

smiles	Hsp90 Hop PPI	TexasRed autofl	HADH2 inhib	4MU fluor	Pol III holo inh	Rhodamine autofl	Fluorescein autfl	UbGFP stabilizer	Epigenetic mod	15-hLO inh	HBB splice mod
CCOC(=O)N1CCN(C(=O)CN(c2ccc3c(c2)OCO3)S(C)(=O)=O)CC1	-4%	i	6%	i	0%	i	i	12%	3%	2%	0.2%
Cc1ccc(-c2noc(CN(C(=O)C34CC5CC(CC(C5)C3)C4)C(C)C)n2)cc1	-2%	i	10%	i	-4%	i	?	.	0%	11%	1.6%[0.369 µM]
O=C1CC(N2CCN(Cc3ccccc3)CC2)C(=O)N1CCc1ccccc1 (stereo unspecified)	-2%	.	8%	.	-4%	.	.	-10%	0%	-11%	-0.2%[9.22 µM]
Cc1ccc2oc3c(c(=O)c2c1)C(c1cccs1)N(CCCN(C)C)C3=O (stereo unspecified)	-5%	.	-8%	.	-3%	.	.	1%	.	-4%	?
CC(C)n1c(SCC(=O)Nc2ccccc2N2CCCCC2)nc2c1c(=O)n(C)c(=O)n2C	-4%	i	5%	i	-6%	i	i	3%	0%	2%	-2.1%
O=C(O)c1[nH]nc2c1COc1ccccc1-2	-5%	i	?	i	-5%	i	i	-9%	0%	-1%	0.7%
COc1ccc(N2CSC3=C(C#N)C(c4cc(OC)ccc4OC)CC(=O)N3C2)c(OC)c1 (stereo unspecified)	?	.	2µM*	.	-8%	.	.	9%	-4%	?	-0.6%
CCOc1ccc(C(=O)CN2CCN(S(=O)(=O)c3ccc(F)cc3)CC2)cc1	-7%	i	4%	i	-4%	i	?	-2%	-3%	?	1.0%
Cn1c(NCCCN2CCOCC2)nc2c1c(=O)n(Cc1ccc(Cl)c(Cl)c1)c(=O)n2C	-9%	i	7%	i	6%	i	i	16%	-2%	-13%	0.9%[1.84 µM]
CCOC(=O)N1CCN(CC(=O)c2c(C)[nH]c3ccccc23)CC1	-2%	?	-14%	i	3%	i	?	7%	0%	-14%	0.6%
COc1ccc(C(C#N)(CCC#N)CCC#N)cc1OC	0%	.	20%	.	-3%	.	.	17%	2%	-2%	-0.2%
CC(C)=CCCC(C)CN(C)CCc1ccccn1 (stereo unspecified)	-2%	.	6%	.	-5%	.	.	9%	0%	5%	2.3%
O=C(O)CSc1cc(-c2ccccc2)nc2ccccc12	-2%[11 µM]	i	-10%[11.4 µM]	i	8%[11.4 µM]	i	i	-4%[9.17 µM]	-3%[9.22 µM]	-4%[11.4 µM]	0.0%[9.22 µM]
COc1ccccc1C1(CC(=O)N2CCOCC2)CCOC(C(C)C)C1 (stereo unspecified)	.	i	.	i	.	i	?	.	0%[20.6 µM]	.	.
CCCCN1C(=O)C(O)(CC(=O)c2ccccc2OC)c2ccccc21 (stereo unspecified)	0%	.	7%	.	-3%	.	.	-4%	.	4%	-0.7%
Cc1ccc(Br)cc1	1%	.	-5%	.	-1%	.	.	.	.	-1%	0.6%
Cc1ccc(-c2ccccc2NC(=O)C2C3C=CC(C3)C2C(=O)O)o1 (stereo unspecified)	.	i	.	1.7e-08M*	.	i	i	.	4%[20.6 µM]	.	.
CCOC(=O)C1Cn2c(nc3c(c2=O)C(C)(C)Cc2ccccc2-3)S1 (stereo unspecified)	2%	.	4%	.	-2%	.	.	9%	2%	-14%	-1.4%
CCN(CCCNC(=O)CN(C)S(=O)(=O)c1cccc2nsnc12)c1ccccc1	-11%	i	-2%	i	-7%	i	i	9%	0%	-6%	-1.1%
CCN(CC)c1ccc(NC(=O)Nc2ccc(C(C)=O)cc2)cc1	-12%	i	3%	i	-5%	i	i	-6%	3%	-19%	2.2%

Compound profiles (already shown):
`COc1ccc(C(C#N)(CCC#N)CCC#N)cc1OC` as listed: Hsp90 Hop PPI: 0%; TexasRed autofl: .; HADH2 inhib: 20%; 4MU fluor: .; Pol III holo inh: -3%; Rhodamine autofl: .; Fluorescein autfl: .; UbGFP stabilizer: 17%; Epigenetic mod: 2%; 15-hLO inh: -2%; HBB splice mod: -0.2%
`Cc1ccc2oc3c(c(=O)c2c1)C(c1cccs1)N(CCCN(C)C)C3=O` (stereo unspecified) as listed: Hsp90 Hop PPI: -5%; TexasRed autofl: .; HADH2 inhib: -8%; 4MU fluor: .; Pol III holo inh: -3%; Rhodamine autofl: .; Fluorescein autfl: .; UbGFP stabilizer: 1%; Epigenetic mod: .; 15-hLO inh: -4%; HBB splice mod: ?

The listing continues.
smiles	Hsp90 Hop PPI	TexasRed autofl	HADH2 inhib	4MU fluor	Pol III holo inh	Rhodamine autofl	Fluorescein autfl	UbGFP stabilizer	Epigenetic mod	15-hLO inh	HBB splice mod
O=C(CN1C2CCCC1CC(NC(=O)c1ccco1)C2)Nc1ccccc1C(F)(F)F (stereo unspecified)	-1%	i	4%	i	-4%	i	?	-4%	1%	4%	-0.3%[57.5 µM]
c1ccc2c(c1)ccc1ncccc12	-1%	.	-4%	.	-5%	.	.	.	.	-5%	-0.3%
COc1cc(C)c(C)cc1S(=O)(=O)N1CCN(Cc2ccc3c(c2)OCO3)CC1	-6%	i	2%	1.1e-08M*	5%	i	i	3%	3%	-6%	-1.4%
O=C(O)c1ccc(COc2ccccc2Cl)cc1	-1%	i	3%	i	-1%	i	i	-4%	4%	4%	-0.5%[57.5 µM]
OC(CNC1CCCCC1)CN1CCN(CC(O)CNC2CCCCC2)CC1 (stereo unspecified)	0%	.	0%	.	-7%	.	.	17%	2%	0%	0.4%[9.22 µM]
CCOc1ccc(NC(=O)CNC(=O)c2ccc(OC)c(OC)c2)cc1	-4%	i	10%	i	0%	i	i	2%	-1%	14%	1.1%
CCCn1c(SCCc2ccccc2)nc2c1c(=O)[nH]c(=O)n2C	-4%	i	-27%	i	1%	i	i	2%	2%	-3%	.
CCCCNc1ncnc2c1cnn2-c1ccccc1	3%	.	-1%	.	-3%	.	.	-5%	13%	-7%	-2.3%
CCC(=O)N=C1SC2CS(=O)(=O)CC2N1c1cccc(OC)c1 (stereo unspecified)	-1%	?	2%	i	-1%	i	i	8%	0%	5%	0.7%[1.84 µM]
Cc1cc(=O)[nH]c(SCC(=O)N2c3ccccc3CC2C)n1 (stereo unspecified)	3%	i	10%	i	-4%	i	i	3%	-1%	2%	-0.2%[57.5 µM]
Cn1c(SCC(=O)N2CCCCC2)nc2cccnc21	-2%	i	2%	i	-5%	i	?	1%	1%	6%	.
Cn1c(Cn2c(=O)sc3ccccc32)nnc1SCC(=O)NC1CCCC1	-7%	.	2%	.	-5%	.	.	9%	7%	8%	0.8%
COc1cc(C(=O)Nc2oc(-c3ccccc3)c(-c3ccccc3)c2C#N)cc(OC)c1OC	-5%	i	?	1.1e-08M*	-2%	i	i	-1%	-3%	-4%	-0.8%
CC(=O)Nc1ccccc1O	.	i	.	i	.	i	?	.	-9%[20.6 µM]	.	.
COc1ccc(-c2nc3cnc(Nc4cccc(OC)c4)nc3n(C[C@H]3CCCO3)c2=O)cc1	-3%	i	-11%	i	1%	i	?	1%	-3%[9.22 µM]	?	?
O=C(NCc1cccs1)C1CCN(S(=O)(=O)c2cccs2)CC1	-6%	i	1%	i	-4%	i	i	3%	2%	-6%	0.0%
COCCn1c(=O)c(-c2ccc(Cl)cc2)nc2cnc(N3CCOCC3)nc21	-9%	i	13%	?	-7%	i	?	7%	2%[9.22 µM]	-7%	-0.8%
CCCc1ncc(C(O)c2ccc(OC)cc2)n1C (stereo unspecified)	1%	.	-1%	.	-5%	.	.	-4%	0%	8%	-0.1%[9.22 µM]
NC(=O)C[C@@H](N)c1nn[nH]n1	-3%[11 µM]	i	1%[11.4 µM]	i	15%[11.4 µM]	i	i	-1%[9.17 µM]	0%[9.22 µM]	4%[11.4 µM]	-2.6%[9.22 µM]
Cc1noc(COc2ccccc2OCC(N)=O)c1Cl	-1%	?	9%	i	-3%	i	i	-13%	-2%	0%	3.2%[1.84 µM]
COCCCNC(=O)c1ccc(Cn2c(=O)[nH]c3ccccc3c2=O)cc1	-6%[2.3 µM]	.	-1%	.	-7%	.	.	3%	.	6%	-0.4%
Cn1c(=O)c2c(nc(CN3CCc4ccccc4C3)n2CC(=O)c2ccccc2)n(C)c1=O	-14%	i	19%	i	-4%	i	?	-4%	-2%	-29%	-0.7%[57.5 µM]
Cc1c(NC(=O)COC(=O)C2CC3C=CC2C3)c(=O)n(-c2ccccc2)n1C (stereo unspecified)	-3%	?	6%	i	2%	i	?	0%	-2%	-4%	-5.1%
COc1ccc(Cn2c(=O)n(Cc3ccco3)c(=N)c3c4c(sc32)COC(C)(C)C4)cc1	-17%	i	8%	i	2%	i	i	-8%	-1%	-19%	0.6%

Only part of the results is shown (hit frequency here may not be typical).
